High-throughput results (PubChem)
PKM2 act: increases activity of human pyruvate kinase M2; P14618; purified PKM2, Kinase-Glo ATP luminescence, activation; response scale: 0% is enzyme alone, no compound; Potency, µM (doses to about 57.5 µM), for inactives: at the top dose activation, actives largely listed as activators; actives 0.34% (n = 260,000); further: potency means the concentration at half of the fitted maximal effect; on the % scale 0 is the no-effect control and ±100 the full control effect; nearly all actives have a fitted effect of over 55% in size
Target sequence (P14618 whole entry, looked up): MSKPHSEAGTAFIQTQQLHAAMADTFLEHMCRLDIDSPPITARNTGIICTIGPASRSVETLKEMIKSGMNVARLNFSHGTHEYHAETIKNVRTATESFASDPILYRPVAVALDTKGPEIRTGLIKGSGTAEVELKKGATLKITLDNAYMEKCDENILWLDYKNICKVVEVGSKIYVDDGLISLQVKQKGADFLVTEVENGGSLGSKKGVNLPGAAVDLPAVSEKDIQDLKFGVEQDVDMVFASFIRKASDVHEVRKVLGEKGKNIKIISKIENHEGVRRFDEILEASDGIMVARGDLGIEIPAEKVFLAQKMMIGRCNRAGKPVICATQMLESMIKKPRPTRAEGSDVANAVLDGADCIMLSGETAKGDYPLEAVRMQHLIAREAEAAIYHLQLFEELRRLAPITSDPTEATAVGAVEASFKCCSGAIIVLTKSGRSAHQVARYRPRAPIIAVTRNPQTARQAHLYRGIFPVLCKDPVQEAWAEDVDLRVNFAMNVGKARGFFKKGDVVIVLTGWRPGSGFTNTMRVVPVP
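Kinase-Glo luminescence reports ATP generated from ADP (0.1 mM) and PEP (0.5 mM) by purified hPK-M2 after 1 h at room temperature, pH 7.2 imidazole buffer; intermediate enzyme activity allows detecting inhibitors and activators.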
p53 reactivation: mutant p53 re-activation in reporter cells; Potency, µM (highest dose often 92.2 µM), for inactives: at the top dose activity change, positive = activation, usual class: activators; actives 0.063% (n = 320,000); H1299 p53-A138V BP100-luciferase reporter, luminescence, 24 h; further: potency means the concentration at half of the fitted maximal effect; % of control where 0% means no effect; nearly all actives have a fitted effect of over 45% in size
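p53-null H1299 cells stably carrying temperature-sensitive p53-A138V and a BP100-luciferase reporter were pinned with compounds (4-point, 1:5 series) and held 24 hrs at 37 deg C. Luminescence was read 10 min after detection reagent.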
Menin MLL FP TR: displaces Texas Red mutant MLL peptide from human menin | actives 0.23% (n = 270,000) | O00255 | Menin + Texas Red MLL mutant peptide, fluorescence polarization | Potency, µM (doses to about 61.6 µM), for the others: top-dose FP activity change, negative = inhibition, usual class: inhibitors; active means well fitted inhibition curve with a large enough effect in the polarisation, with a control signal flat, not every such curve was filed as active; inconclusive means small, poorly fitted or top-dose-only effect, or effect the other way, or a change in a side signal; inactive means no such curve, though single readings can be large or run the other way; the % refers to the polarisation; further: potency means the concentration at half of the fitted maximal effect; % of control where 0% means no effect; many of its hits are not listed in these tables
RORgamma inh: blocks mouse ROR gamma transcriptional activity; P51450; Drosophila S2 Gal4-RORgamma UAS-luciferase reporter, 20 h; Potency, µM (series often up to 53.6 µM), for inactives: at the highest dose activity change, negative = inhibition, actives largely listed as inhibitors; actives 5.4% (n = 310,000); AID 2551; further: potency means the concentration at half of the fitted maximal effect; on the % scale 0 is the no-effect control and ±100 the full control effect; nearly all actives have a fitted effect of over 60% in size
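ROR gamma transcriptional activity was tracked as Gal4-UAS luciferase output in stably transfected Drosophila Schneider cells, with compound added 1 hr before 700 uM copper sulfate induction and a 20 hr ambient-temperature incubation.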
Giardia kill: Giardia lamblia killing; Giardia lamblia trophozoite viability; activity change, % at 7.66 µM, hits read low; actives 0.15% (n = 340,000); in the data active means activity change below about -80%; inconclusive means between about -30% and that limit;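 further: parasites exposed to compound for two days anaerobically before the ATP read; on the % scale 0 is the no-effect control and ±100 the full control effect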
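Each well holds 100 Giardia trophozoites and compound. After two days (48 hrs) at 37 deg C in anaerobic conditions, ATP is quantified by luminescence.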
Rab9 promoter act: activators of Rab9 promoter; Huh7 Rab9 promoter-luciferase reporter, luminescence, 24 h; Potency, µM (highest dose often 9.22 µM), inactives show at the top dose activation, negative = inhibition, hits mostly activators; actives 2.8% (n = 320,000); AID 485297; further: potency means the concentration at half of the fitted maximal effect; % of control where 0% means no effect; nearly all actives have a fitted effect of over 60% in size
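Using Huh7 cells stably transfected with Rab9 promoter–luciferase, compounds were incubated 24 h at 37 °C, 5% CO2; luciferase luminescence was read 10 min after reagent addition.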
FLuc modulator: counter-screen for miR-21 project: firefly luciferase inhibitors or activators | actives 6.9% (n = 360,000) | purified FLuc, Km substrates, luminescence inhibition | P08659 | AID 588342 | Potency, µM (doses to about 57.5 µM), for inactives: at the highest dose activity change, negative = inhibition, hits mostly inhibitors;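 further: potency means the concentration at half of the fitted maximal effect; plate controls were vehicle for no effect and reference inhibitor for full effect; nearly all actives have a fitted effect of over 55% in size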
Target sequence (P08659 whole entry, looked up): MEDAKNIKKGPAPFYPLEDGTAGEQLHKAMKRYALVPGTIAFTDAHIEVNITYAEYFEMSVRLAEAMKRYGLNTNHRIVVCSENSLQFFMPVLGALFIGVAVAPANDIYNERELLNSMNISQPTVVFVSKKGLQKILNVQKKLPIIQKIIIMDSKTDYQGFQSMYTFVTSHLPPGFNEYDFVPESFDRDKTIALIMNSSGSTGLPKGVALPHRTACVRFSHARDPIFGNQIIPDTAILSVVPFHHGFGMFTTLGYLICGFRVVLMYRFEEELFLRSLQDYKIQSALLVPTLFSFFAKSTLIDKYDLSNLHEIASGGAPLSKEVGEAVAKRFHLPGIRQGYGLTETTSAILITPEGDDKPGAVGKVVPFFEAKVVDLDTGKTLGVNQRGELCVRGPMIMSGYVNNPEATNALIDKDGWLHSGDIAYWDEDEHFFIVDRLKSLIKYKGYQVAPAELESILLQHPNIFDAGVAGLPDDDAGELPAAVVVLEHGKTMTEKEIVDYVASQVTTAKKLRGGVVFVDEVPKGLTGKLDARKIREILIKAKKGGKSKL
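Purified P. pyralis luciferase, 10 nM final, with Km-level 10 uM D-luciferin and 10 uM ATP in 50 mM Tris acetate pH 7.5, 10 mM Mg acetate, 0.01% Tween-20, 0.05% BSA; 6-point qHTS titration about 60 µM downward; luminescence read.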
Gal4-VP16 FLuc: counter-screen for ROR gamma inhibitors: Gal4-VP16 reporter | Drosophila S2 Gal4-VP16 UAS-luciferase, luminescence, 20 h | Potency, µM (doses to about 53.6 µM), for inactives: at the top dose activity, negative = inhibition, usual class: inhibitors | actives 3.5% (n = 310,000) | AID 2546;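 further: Gal4-VP16 expression switched on by copper sulfate through the metallothionein promoter; potency means the concentration at half of the fitted maximal effect; on the % scale 0 is the no-effect control and ±100 the full control effect; nearly all actives have a fitted effect of over 50% in size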
NPC1 promoter act: NPC1 promoter activation | AID 485313 | Potency, µM (titrated, usually from 9.22 µM), for inactives: at the top dose activation, hits mostly activators | actives 2.4% (n = 320,000) | Huh7 NPC1 promoter luciferase reporter, 24 h;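 further: potency means the concentration at half of the fitted maximal effect; % of control where 0% means no effect; nearly all actives have a fitted effect of over 60% in size; reporter is driven by a mutant NPC1 promoter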
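Huh7 reporter cells (NPC1 promoter driving luciferase) are dosed with compound for 24 h at 37 °C, 5% CO2; luciferase detection reagent is then added and luminescence measured after 10 min at ambient temperature.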
BRCA1 expr act: increases BRCA1 expression. actives 1.1% (n = 380,000). Potency, µM (doses to about 46.1 µM), for inactives: top-dose activation, actives largely listed as activators. MCF7-BRCA1-FFLuc reporter, luminescence, 48 h; response scale: scaled: vehicle 0%, 10 µM genistein 100%; further: potency means the concentration at half of the fitted maximal effect; nearly all actives have a fitted effect of over 80% in size; some results filed as inactive show a strong effect at the top dose
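First, MCF7-BRCA1-FFLuc cells (2000/well) attach for 2 h; next, compounds are pin-added and incubated 48 h at 37 °C; finally, luciferase reagent is added and luminescence read after 15 min.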
ELG1 genotox: induces genotoxicity in HEK293T cells with luciferase-tagged ELG1. HEK293T ELG1-luciferase reporter, luminescence, 16 h. Potency, µM (titrated, usually from 46 µM), for inactives: at the top dose activity change, positive = activation, usual class: activators. actives 1.3% (n = 330,000). AID 504466; further: potency means the concentration at half of the fitted maximal effect; % of control where 0% means no effect; nearly all actives have a fitted effect of over 60% in size
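Screening used a luciferase reporter fused to human ELG1 in HEK293T cells. Luminescence was read on a CCD plate imager after 16 hr exposure and 30 min ONE-Glo incubation.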
Starred values were filed as active, the others as inactive; ? = inconclusive; nt = not tested or not shown; [ ] = remark or other dose. Unless noted, the call rests on the fitted dose curve; in most records, active means well fitted curve in the direction sought with a large enough effect; inconclusive means small, poorly fitted or top-dose-only effect, or another doubt; inactive means no such curve, though single readings can be large; an effect the other way counts as inactive or inconclusive.

Molecule | PKM2 act | p53 reactivation | Menin MLL FP TR | RORgamma inh | Giardia kill | Rab9 promoter act | FLuc modulator | Gal4-VP16 FLuc | NPC1 promoter act | BRCA1 expr act | ELG1 genotox
Cc1cc(C(=O)CS(=O)(=O)c2ccccc2)cc(C)c1O | nt | 9% | ? | 0% | -7 | 26% | ? | 27% | 28% | ? | ?
CC(=O)c1cccc(NC(=O)COC(=O)COc2ccccc2C)c1 | 2% | -2% | 23% | 14% | 23 | -3% | -8% | -2% | -3% | -3% | 0%
CC(C)(Cc1ccc(O)cc1)NC(=O)CC(=O)N/N=C/c1ccc(Cl)cc1 | 1% | -1% | 1% | 5% | 10 | -6% | 0% | -4% | -14% | -50% | -4%
CCN(CC)c1ccc(-c2sc(Nc3ccccc3)n[n+]2-c2ccc(F)cc2)cc1 | -4% | nt | ? | 10µM* | 10 | 1% | ? | 17% | 10% | -51% | -8%
Cc1nccn1S(=O)(=O)c1ccc(Br)cc1Br | -7% | -13% | 5% | -17% | -5 | -5% | 2% | 6% | -4% | 8% | 0%
CC1=C(C(=O)OCC2CCCO2)C(c2ccc(C)o2)C2=C(CC(c3ccc(F)cc3)CC2=O)N1 (configuration not stated) | 3% | -12% | -11% | 14% | -10 | -12% | 4% | 18% | -3% | -79% | -13%
COc1ccc(-c2[nH]nc3c2C(c2ccncc2)C(C#N)=C(N)O3)cc1 (configuration not stated) | -4% | ? | -7% | -9% | -1 | 3% | 3% | -1% | 0% | 2% | -9%
Oc1ccc2ccccc2c1C1Nc2cccc3cccc(c23)N1 | 2% | -1% | ? | ? | 6 | -1% | -3% | ? | 0% | -60% | -11%
O=C(NCCc1c[nH]c2ccccc12)c1ccc(-n2cnnn2)cc1 | 3% | -1% | 20% | 11% | 16 | -1% | -2% | -2% | 1% | 2% | -2%
Cc1c(Br)c([N+](=O)[O-])nn1CCCC(=O)Nc1sc2c(c1C#N)CCC2 | -2% | -8% | 7% | ? | -13 | -5% | -18% | 2% | -5% | -34% | -3%
COC(=O)Nc1sc2nc(C)cc(C)c2c1-n1cccc1 | 0% | -10% | -17% | 10% | 0 | 1% | 3% | -12% | 1% | -10% | -9%
COc1cc2sc(C)nc2c2ccccc12 | nt | 1% | 9% | -26% | -4 | 0% | -2% | -3% | 1% | 0% | 0%
Cc1ccc(CN2CCN(/N=C/c3ccco3)CC2)c(C)c1 | 25% | 21% | -10% | -8% | 23 | -2% | -10% | -2% | -4% | 15% | -4%
COC(=O)C1=C(C)N=C2SC(C)C(=O)N2C1c1cccs1 (configuration not stated) | -1% | -4% | -15% | -3%[10 µM] | -13 | 4% | -1% | 0% | 4% | -9% | 1%
Cc1cccc(CCNS(=O)(=O)c2cc3c(cc2C)NC(=O)CO3)c1 | 25% | 8% | 20% | 9% | 40[activator] | -2% | -6% | -13% | 4% | -9% | -3%
Cc1cc(SCC(=O)c2cc(C)n(C)c2C)nc2ccccc12 | -12% | -4% | -2% | -6% | -6 | 5% | -8% | ? | 0% | -2% | -4%
C/C(=N/NC(=O)CNC(=O)C1COc2ccccc2O1)c1cccc(O)c1 (configuration not stated) | 4% | 2% | -14% | 15% | -16 | 3% | -11% | 1% | -1% | -8% | -3%
OCCC1CN(Cc2ccccc2-c2ccco2)CCN1Cc1ccsc1 (configuration not stated) | 5% | 0% | -22% | 28% | 3 | -3% | -3% | -5% | 3% | -17% | -2%
O=C(Nc1c(F)cc(F)cc1Br)C1CCCO1 (configuration not stated) | 2% | -2% | 10% | -16%[0.365 µM] | -4 | -9% | 5% | nt | -3% | -9% | -3%
O=S(=O)(NCCc1ccccc1)c1ccccc1 | -16% | 1% | 6% | -37% | 9 | 1% | 2% | 0% | -2% | -28% | 1%

Structures shown so far with a thiophene ring, fused or not, in the order listed:
Molecule | PKM2 act | p53 reactivation | Menin MLL FP TR | RORgamma inh | Giardia kill | Rab9 promoter act | FLuc modulator | Gal4-VP16 FLuc | NPC1 promoter act | BRCA1 expr act | ELG1 genotox
Cc1c(Br)c([N+](=O)[O-])nn1CCCC(=O)Nc1sc2c(c1C#N)CCC2 | -2% | -8% | 7% | ? | -13 | -5% | -18% | 2% | -5% | -34% | -3%
COC(=O)Nc1sc2nc(C)cc(C)c2c1-n1cccc1 | 0% | -10% | -17% | 10% | 0 | 1% | 3% | -12% | 1% | -10% | -9%
COC(=O)C1=C(C)N=C2SC(C)C(=O)N2C1c1cccs1 (configuration not stated) | -1% | -4% | -15% | -3%[10 µM] | -13 | 4% | -1% | 0% | 4% | -9% | 1%
OCCC1CN(Cc2ccccc2-c2ccco2)CCN1Cc1ccsc1 (configuration not stated) | 5% | 0% | -22% | 28% | 3 | -3% | -3% | -5% | 3% | -17% | -2%

Later entries
Molecule | PKM2 act | p53 reactivation | Menin MLL FP TR | RORgamma inh | Giardia kill | Rab9 promoter act | FLuc modulator | Gal4-VP16 FLuc | NPC1 promoter act | BRCA1 expr act | ELG1 genotox
c1c(C2CCCCC2)n[nH]c1CN1CCCCC1 | 12% | 3% | -5% | -21% | -1 | 1% | 3% | 0% | 0% | 1% | 2%
O=C(CN(c1cccc([N+](=O)[O-])c1)S(=O)(=O)c1ccccc1)N1CCCCC1 | nt | -2% | -8% | 7% | 7 | 6% | 1% | 9% | -1% | 4% | 0%
COc1ccccc1NS(=O)(=O)c1ccc(Cl)c(NC(=S)NC(=O)C2CCCC2)c1 | 10% | -5% | -9% | ? | -26 | 1% | 1% | ? | -4% | -89% | -10%
CCC(=O)N1c2ccccc2NC2=C(C(=O)CCC2)C1c1cccnc1 (configuration not stated) | 0% | -1% | -2% | -17% | -5 | 4% | 2% | 14% | -2% | -3% | 0%
COCCNC(=O)CCc1c(C)nc2nc(-c3cc(OC)cc(OC)c3)nn2c1C | -8% | -5% | ? | 22% | 2 | 2% | -3% | 0% | 0% | -20% | -2%
Cc1ccc2[nH]c(=O)c(CN(CC3COCCO3)C(=O)Nc3ccccc3F)cc2c1 (configuration not stated) | 3% | 0% | -5% | -5% | 4 | -2% | -1% | 3% | -4% | -63% | -12%
O=C(CN1C(=O)COc2ccccc21)N1CCCc2ccccc21 | -4% | 2% | ? | 5% | 1 | 0% | -7%[2.3 µM] | -1% | -1% | 3% | 2%
Cc1ccc(S(C)(=O)=O)cc1S(=O)(=O)Nc1cccc(Cl)c1 | 7% | -1% | -1% | ? | 4 | -4% | -1% | -3% | -1% | 0% | -1%
CCOP(=O)(OCC)C(Nc1ccc(C)cc1)c1ccco1 (configuration not stated) | 11% | 3% | -13% | 6% | -5 | 8% | -1% | -5% | -1% | 0% | 5%
CN(CCC1CCOCC1)C(=O)CC1C(=O)NCCN1CC1CCCCC1 (configuration not stated) | -1% | -1% | -20% | 6% | -17 | 0% | 1% | 1% | -1% | 0% | -1%
CCOC(=O)C1CN(S(=O)(=O)c2ccccc2)CCN1S(=O)(=O)c1ccccc1 (configuration not stated) | 9% | -5% | 0% | 28% | 13 | -2% | -1% | 19% | 0% | -25% | -1%
O=C(c1ccco1)N1CCN(C(=O)c2cc(=O)[nH]c3ccccc23)CC1 | nt | 10% | nt | nt | -1 | -6% | nt | nt | -3% | 1% | 2%
COc1ccc(C2Nc3ccccc3C(=O)N2C2CCCCC2)cc1 (configuration not stated) | -25% | 3% | -2% | ? | -21 | 22% | -3% | 5% | 10% | 28% | 0%
Cc1cc(C)n2nc(CC(=O)NNC(=O)COc3cccc(C)c3C)nc2n1 | nt | -7% | nt | -1% | -4 | 0% | -1% | -1% | 0% | -9% | 1%
CC(Oc1ccc(Cl)cc1Cl)C(=O)N/N=C1\CCCc2ccccc21 (configuration not stated) | -1% | -5% | -5% | -21% | 2 | 0% | -1% | 0% | -2% | 0% | -3%

RORgamma inh: hit marks shown above.
compound,PKM2 act,p53 reactivation,Menin MLL FP TR,RORgamma inh,Rab9 promoter act,NPC1 promoter act,BRCA1 expr act
CCN(CC)c1ccc(-c2sc(Nc3ccccc3)n[n+]2-c2ccc(F)cc2)cc1,-4%,nt,?,10µM*,1%,10%,-51%

A portion of the library; the hit share may differ from the screen's.
